GLP1R ag – GLP-1 receptor (human) agonism; HEK293 GLP-1R CRE-luciferase, luminescence, 4-6 h; cells express a hypersensitive GLP-1R form; Potency, µM (titrated, usually from 45.6 µM), inactives show top-dose activation, actives largely listed as activators; 380,000 tested, 0.007% active; note: potency is the fitted concentration of half-maximal effect; % of control where 0% means no effect
KB-V1 cytotox – kills drug-selected multidrug resistant KB-V1 cells | KB-V1 MDR cells viability, CellTiter-Glo, 72 h | Potency, µM (top dose mostly 46.1 µM), inactives show at the highest dose activity change, negative = cytotoxicity, hits mostly cytotoxic | 400,000 tested, 3.4% active; note: potency is the fitted concentration of half-maximal effect; % is set by controls: 0 for no effect and ±100 for the full control effect; nearly all actives have a fitted effect of over 60% in size
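Readout: CellTiter-Glo luminescence, 10 min after addition. Cells: KB-V1 MDR subline, 72 h at 37 degrees C with compound. Analysis: corrected, normalized data fitted to concentration-effect curves.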
GLP1R cytotox – cytotoxicity counter-screen for GLP-1 receptor inverse agonists; HEK293 cAMP-luciferase reporter cells, luminescence, 24 h; Potency, µM (doses to about 38.3 µM), for inactives: at the top dose activity change, negative = inhibition, hits mostly inhibitors; 410,000 tested, 0.13% active; AID 624418;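 note: loss of luciferase light is scored as toxicity; potency is the fitted concentration of half-maximal effect; % is set by controls: 0 for no effect and ±100 for the full control effect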
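Compound-treated cells are incubated 24 hr at 37 deg C under 5% CO2 after a 12 hour attachment period, then luciferase detection reagent is added and luminescence is measured following 12 min at room temperature; lowered signal indicates toxicity.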
GLP-1R inv ag – acts as inverse agonist at human GLP-1 receptor; 410,000 tested, 1.6% active; Potency, µM (titrated, usually from 38.3 µM), for inactives: top-dose activity change, negative = inhibition, actives largely listed as inhibitors; HEK293 GLP-1R CRE-luciferase, luminescence, 24 h; GLP-1R form is constitutively active; AID 624417; P43220; note: potency is the fitted concentration of half-maximal effect; % is set by controls: 0 for no effect and ±100 for the full control effect; nearly all actives have a fitted effect of over 55% in size
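Constitutively active GLP-1R drives a cAMP-responsive luciferase in stably transfected HEK293 cells; test compounds are added after overnight (12 h) attachment and left 24 hr, and signal loss in luminescence marks inhibition.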
DRD3 antagonist – blocks the human D3 dopamine receptor; P35462; D3R cells, DiscoveRx beta-arrestin luminescence, antagonist mode; hits give low values; max response, negative = inhibition, %; 360,000 tested, 2.5% active; AID 652054; in the data active = max response below about -50%; inconclusive = no clear call, values can overlap the other calls; note: % is set by controls: 0 for no effect and ±100 for the full control effect; mostly tested at two doses, the higher about 12 µM
Target sequence (P35462 whole entry, looked up): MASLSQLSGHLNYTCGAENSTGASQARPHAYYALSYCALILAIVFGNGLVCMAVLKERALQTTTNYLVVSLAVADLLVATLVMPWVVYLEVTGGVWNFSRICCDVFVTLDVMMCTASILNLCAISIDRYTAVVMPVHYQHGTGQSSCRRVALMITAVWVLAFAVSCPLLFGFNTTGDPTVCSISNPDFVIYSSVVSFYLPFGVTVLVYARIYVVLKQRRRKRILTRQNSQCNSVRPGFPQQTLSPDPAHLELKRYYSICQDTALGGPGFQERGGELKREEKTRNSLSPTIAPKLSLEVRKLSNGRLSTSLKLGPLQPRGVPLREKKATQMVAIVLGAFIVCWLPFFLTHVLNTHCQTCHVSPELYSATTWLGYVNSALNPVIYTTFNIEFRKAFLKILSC
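Cells plated overnight at 1500 cells/well, then exposed to library compounds with dopamine controls for 90 minutes at 37 degrees C. DiscoveRx reagent added for 30–60 minutes at room temperature; luminescence read, quantitative HTS format.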
TDP-43 yeast inh – rescues yeast growth from TDP-43 toxicity. TDP-43 expressing yeast growth rescue, BacTiter-Glo, 24 h. Potency, µM (titrated, usually from 46.1 µM), for the others: top-dose growth rescue (activation), most hits filed as activators. 410,000 tested, 1.8% active. AID 652104; note: potency is the fitted concentration of half-maximal effect; % of control where 0% means no effect; nearly all actives have a fitted effect of over 50% in size
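Galactose-induced TDP-43 yeast, OD600=0.02, compound pinned; 24 hr, 30 deg C; BacTiter-Glo luminescence for growth. Inhibitors of TDP-43 toxicity read as activators.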
aSyn rescue – rescues yeast growth from alpha-synuclein toxicity; AID 652106; Yeast expressing alpha-synuclein, growth rescue, BacTiter-Glo, 24 h; Potency, µM (series often up to 46.1 µM), inactives show top-dose growth rescue (activation), most hits filed as activators; 370,000 tested, 0.14% active; note: potency is the fitted concentration of half-maximal effect; % of control where 0% means no effect; nearly all actives have a fitted effect of over 65% in size
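Rescue of yeast growth: cells expressing toxic alpha-synuclein, induced in galactose at OD600 0.02, incubated with compound 24 h at 30 C. ATP luminescence quantified growth; inhibitors of toxicity appear as activators.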
PTHR1 ag – PTHR1 (human) receptor agonism; Q03431; HEK293 GP2 PTHR1 cells, GloSensor cAMP luminescence, 1 h; Potency, µM (series often up to 115 µM), for the others: at the highest dose activation, most hits filed as activators; 410,000 tested, 0.075% active; note: potency is the fitted concentration of half-maximal effect; nearly all actives have a fitted effect of over 55% in size; some results filed as inactive show a strong effect at the top dose; inactives centre near -15; many of its hits are not listed in these tables
Target sequence (Q03431 whole entry, looked up): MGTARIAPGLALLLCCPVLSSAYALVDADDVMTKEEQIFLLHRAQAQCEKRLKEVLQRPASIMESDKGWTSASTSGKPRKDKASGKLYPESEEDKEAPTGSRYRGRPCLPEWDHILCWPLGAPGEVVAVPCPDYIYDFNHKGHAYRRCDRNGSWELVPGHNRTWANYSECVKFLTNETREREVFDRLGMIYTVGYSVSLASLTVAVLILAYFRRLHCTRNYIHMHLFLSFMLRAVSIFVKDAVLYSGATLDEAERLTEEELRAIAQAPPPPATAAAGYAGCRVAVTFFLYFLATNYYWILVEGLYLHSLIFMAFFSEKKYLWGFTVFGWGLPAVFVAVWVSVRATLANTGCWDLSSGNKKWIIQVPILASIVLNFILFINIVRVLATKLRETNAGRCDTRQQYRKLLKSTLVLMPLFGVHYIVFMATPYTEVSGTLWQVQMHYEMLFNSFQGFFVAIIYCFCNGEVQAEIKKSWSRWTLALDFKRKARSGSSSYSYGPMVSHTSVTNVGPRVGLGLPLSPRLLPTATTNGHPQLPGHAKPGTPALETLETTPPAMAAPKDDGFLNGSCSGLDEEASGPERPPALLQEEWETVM
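HEK-293-derived GP2 cells expressing PTHR1 and a GloSensor cAMP reporter, 3,000/well, plated overnight, given luciferin plus IBMX (each 0.5 mM as added) for 1 h at 37 °C, then compound for 1 h at 37 °C. Luminescence was read after 15 min at room temperature.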
DRD3 agonist – D3 dopamine receptor (human) agonism | 410,000 tested, 0.58% active | D3R DiscoveRx beta-arrestin cells, luminescence, 90 min | max activation, % | AID 652048 | P35462; in the data active = max activation above about 30%; note: 0% is about no effect; mostly tested at two doses, the higher about 12 µM
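Cells at 1500/well, incubated overnight, then treated with pinned compounds (dopamine as control) for 90 min at 37 degrees C. DiscoveRx reagent added for 30 - 60 minutes at room temperature; luminescence read.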
Starred values were filed as active, the others as inactive; i = inactive; u = inconclusive; x = no result given; & = joins results of further samples; [ ] = another dose, or the depositor's remark. Unless noted, calls come from the whole dose curve; as a rule, active = well fitted curve in the direction sought with a large enough effect; inconclusive = small, poorly fitted or top-dose-only effect, or another doubt; inactive = no such curve, though single readings can be large; an effect the other way counts as inactive or inconclusive.

SMILES	GLP1R ag	KB-V1 cytotox	GLP1R cytotox	GLP-1R inv ag	DRD3 antagonist	TDP-43 yeast inh	aSyn rescue	PTHR1 ag	DRD3 agonist
CC(=O)NCC(=O)OCC(=O)Nc1nc(-c2ccccc2)cs1	5%	25%	0%	37%[activator]	-3	-16%	-6%	i	11
COc1ccc(CC(CN)c2ccccc2)cc1 (stereo not given)	0%	0%	-6%	-28%	-13	-10%	-6%	-3%	3
O=C1CCCN1C(=O)CSc1nnnn1-c1ccccc1	-5%	-7%	1%	5%	2	-1%	-5%	i	1
CCCCP(=O)(c1ccccn1)c1ccccn1	7%	21%	8%	-1%	8	-24%	-1%	u	15
COc1cc(C(=O)NCC(c2cccs2)N2CCOCC2)ccc1OCc1ccc(Cl)cc1 (stereo not given)	-7%	u	-8%	u	0	0%	3%	-34%[inhibitor]	-11
O=C(Cn1c(C(F)(F)F)nc2ccccc21)c1ccc(Br)cc1	0%	u	59%[activator]	u	-1	-10%	0%	-29%[57.5 µM]	-28
COc1cc(C2=NC(CO)(CO)CO2)cc(OC)c1OC	3%	0%	u	u	-11	-1%	-1%	13%	6
N/C(=N\OC(=O)Cc1cccs1)c1cccc([N+](=O)[O-])c1	16%	1%	25%	33%[activator]	-12	11µM*	28%	i	6
COc1cc(NC(=O)CN(C)S(=O)(=O)c2ccc3c(c2)CCCC(=O)N3)cc(OC)c1OC	1%	6%	-1%	16%	x	15%	2%	-3%	5
C#CCOCCOCCOCCNc1nc(N2CCN(C(=O)CCCCCCCCCCNC(=O)[C@H](CCCCN)n3cc(CCCC(=O)O)nn3)CC2)nc(N2CCN(C(=O)CCCCCCCCCCNC(=O)[C@H](CCCCN)n3cc(CCCC(=O)O)nn3)CC2)n1	0%	0%	-2%	10%	0	-39%[inhibitor]	-17%	u	-6

2 compounds from above, reduced to GLP-1R inv ag:
| SMILES | GLP-1R inv ag |
| --- | --- |
| O=C(Cn1c(C(F)(F)F)nc2ccccc21)c1ccc(Br)cc1 | u |
| CC(=O)NCC(=O)OCC(=O)Nc1nc(-c2ccccc2)cs1 | 37%[activator] |

Additional records.
SMILES	GLP1R ag	KB-V1 cytotox	GLP1R cytotox	GLP-1R inv ag	DRD3 antagonist	TDP-43 yeast inh	aSyn rescue	PTHR1 ag	DRD3 agonist
Cc1nn(Cc2ccc(F)cc2)c(C)c1NC(=O)c1cc(-c2ccco2)on1	0%	2%	-4%	-8%	32	-8%	2%	i	11
O=[N+]([O-])c1ccc(CN2CC(N3CCC(Cc4ccccc4)CC3)CS2(=O)=O)cc1 (stereo not given)	2%	-4%	7%	u	9	1%	5%	i	3
C[C@H](NC(=O)[C@@H]1CSC2c3ccccc3C(=O)N21)C(=O)NCc1c(F)cccc1Cl (stereo not given in full)	1%	-28%	0%	1%	9	-7%	-18%	-52%[inhibitor]	11
COc1ccc(-n2ncc(C(=O)NCc3ccco3)c2C2CCN(C(=O)OC(C)(C)C)CC2)cc1	x	19%	2%	-2%	x	14%	x	i	6
O=C(NC12CC3CC(CC(C3)C1)C2)c1ccc(-c2ccccc2Cl)o1	-12%	-22%	-6%	u	2	-9%	2%	-18%[57.5 µM]	-11
CC(OC(=O)Cn1[nH]c(=O)c2ccccc2c1=O)C(=O)NC1(C#N)CCCCC1 (stereo not given)	0%	7%	9%	-2%	3	17%	1%	-11%	1
CC1CC(C)(C)NC(=S)N1CCCC(=O)N1CCN(c2ccccc2F)CC1 (stereo not given)	9%	-22%	u	u	0	12%	-10%	-13%	14
CCOc1ccc(Nc2nc(N)nc(CCl)n2)cc1	u	-6%	u	5µM*	-13	u	-5%	-30%	6
COc1ccc(C)c2sc(NC(=O)c3ccc(S(=O)(=O)N4CCCCC4)cc3)nc12	11%	u	-7%	4%	x	12%	0%	i	1
C=CCNC(=S)N1CCN(CCNC2=CC(=O)CC(C)(C)C2)CC1	-3%	21%	-2%	3%	2	15%	1%	i	9
Cc1ccccc1NC(=O)COC(=O)c1ccc2nc(C)c(C)nc2c1	-4%	11%	1%	9%	14	u	1%[1.84 µM]	-6%	5
COc1cc(OC)cc(C(=O)NCc2cc(C)nc3ccccc23)c1	1%	0%	-19%	1%	56	3%	-9%	i	5
COC(=O)[C@@]12C[C@@H](CC(=O)NCCCCc3ccccc3)C(=O)N(Cc3ccccc3)C1=CCC(C)(C)C2	x	23µM*	-23%	u	-10	15%	u	-26%	-1
COc1ccc(-c2cc(C(F)(F)F)nc(SCCC(=O)Nc3c(C)cccc3C)n2)cc1	-4%	-40%	4%	-5%	x	10%	1%	12%	4
COCCNC(=O)CCCn1c(SCC(=O)c2ccc(F)cc2)nc2c(sc3ccccc32)c1=O	x	x	-6%	-2%	x	0%	x	7%	-9
CCc1ccccc1OCC(=O)N1CCN(c2ncccn2)CC1	7%	u	2%	-15%	1	u	13%	-1%	-3
CCOc1ccccc1NC(=O)n1ncc2c(C)cccc21	2%	2%	-7%	0%	25	-16%	0%	-3%	-9
Cc1ccc(S(=O)(=O)NCC(C)NS(C)(=O)=O)cc1 (stereo not given)	3%	0%	14%	13%	15	6%	0%	u	-1
CC(C)Oc1ccc(NC(=O)C2CCCNC2=O)cc1 (stereo not given)	-6%	1%	5%	9%	-20	-18%	-2%	i	-9
CC(Sc1n[nH]c(=O)n1Cc1ccccc1)C(=O)NC1CCCCC1C (stereo not given)	-2%	u	-1%	-1%	15	-4%	0%	-53%[inhibitor]	5
CCN(CC)S(=O)(=O)c1cccc(NN=c2c(=O)c3ccccc3c2=O)c1	-2%	12%	3%	-12%	1	-20%	2%	-3%	-8
Cn1cc(-c2coc3c(C(=O)NCc4cccnc4)cccc23)cn1	14%	-2%	-11%	-7%	5	24%	6%	-5%	7
O=C(O)/C=C/c1ccc(S(=O)(=O)Nc2ccc(OCc3ccccc3)cc2)cc1	-4%	4%	-23%	5%	8	8%	0%	-5%	-10
COc1ccccc1N(C)S(=O)(=O)c1ccc(Cl)c(C(=O)NCCCN2CCOCC2)c1	13%	u	6%	-1%	19	-9%	3%	i	3
CS(=O)(=O)N1CCN(C(=O)c2ccc3c(c2)OCCO3)CC1	-5%	0%	-6%	8%	-5	3%	-16%	-3%	5
CCCC(=O)Nc1cc(C)c2c(=O)oc3ccccc3c2n1	-2%	18µM*	5%	42%[activator]	36	10%	3%	-47%[inhibitor]	2
CCCCNC(=O)NNc1nc(Cl)cc(C)c1C#N	-5%	20%	-3%	1%	-22	4%	0%	-92%[inhibitor]	-2
Cc1cccc(Nc2nc(-c3ccccc3)c(C(=O)Nc3cccnc3)s2)c1	-4%	u	u	u	10	-10%	1%	-21%	4
Cc1[nH]c2ccccc2c1C(=O)C(=O)N1CCN(c2cccc(Cl)c2)CC1	1%	2%	-18%	u	14	u	u	-41%[inhibitor]	-2
O=C(NCCN1CCOCC1)c1ccc(F)cc1	-3%	4%	1%	0%	u	-7%	-1%	-7%[57.5 µM]	-23
Cc1cc(C)nc(N2C(=O)CC(Cc3ccccc3)C2=O)n1 (stereo not given)	13%	-1%	0%	0%	-19	-17%	0%	u	9
CCOC(=O)CCC(=O)NNC(=O)COc1ccc(C(C)C)cc1Br	8%	52%	1%	-2%	16	12%	3%	i	2
Cc1cc(C)c(OCC(=O)OCC(=O)N2CCN(C(=O)c3ccco3)CC2)c(C)c1	-2%	5%	4%	2%	5	18%	2%	i	2
COc1ccccc1CNC(=O)Cc1c[nH]c2ccccc12	13%	6%	6%	-18%	2	-13%	4%	-17%	-3
O=[N+]([O-])c1ccc(Br)c(CN2CCN(c3ncc(Cc4ccccc4)cn3)CC2)c1	x	u	3%	-25%	3	-19%	-16%	-48%[inhibitor]	3
CCOC(=O)N1CCc2c(sc3c2c(=O)n(-c2ccc(CC)cc2)c(=O)n3CC(=O)NCC2CCCO2)C1 (stereo not given)	-6%	u	9%	17%	-1	10%	-4%	i	-3
CCOc1cccc(C2c3[nH]c4ccccc4c3CCN2C(=O)CCC2CCCC2)c1 (stereo not given)	x	x	0%	1%	x	4%	x	i	-5
O=C(NC(Cc1ccccc1)C(=O)NCCc1ccccn1)c1cccs1 (stereo not given)	0%	13%	-10%	0%	-2	10%	-2%	-10%	-6
NS(=O)(=O)c1cccc(NC(=O)c2ccc(NS(=O)(=O)c3cccc([N+](=O)[O-])c3)cc2)c1	-10%	-5%	-6%	2%	5	-5%	-7%	5%	-5
CCOC(=O)c1ccccc1NC(=O)CCNC(=O)Cn1cnc2ccccc2c1=O	-4%	-18%	6%	0%	7	-14%	-11%	i	0

The final 2 entries of the section before lead into the next.
SMILES	GLP1R ag	KB-V1 cytotox	GLP1R cytotox	GLP-1R inv ag	DRD3 antagonist	TDP-43 yeast inh	aSyn rescue	PTHR1 ag	DRD3 agonist
NS(=O)(=O)c1cccc(NC(=O)c2ccc(NS(=O)(=O)c3cccc([N+](=O)[O-])c3)cc2)c1	-10%	-5%	-6%	2%	5	-5%	-7%	5%	-5
CCOC(=O)c1ccccc1NC(=O)CCNC(=O)Cn1cnc2ccccc2c1=O	-4%	-18%	6%	0%	7	-14%	-11%	i	0
CN(C)CCCN(C(=O)c1ccco1)c1nc(-c2ccc(Cl)cc2)cs1	11%	3%	u	u	u	-7%	0%	-11%	-17
C=CCn1c(SCC(=O)NC(=O)NC2CCCC2)nnc1C1CCCCC1	2%	-9%	-14%	u	24	8%	7%	i	1
CCCCNC(=O)c1cccc(NC(=O)C(=O)c2ccccc2NC(C)=O)c1	1%	16%	-6%	0%	4	22%	3%	-18%	3
CCOC(=O)CC(NC(=O)CCc1c(C)nc2ncnn2c1C)c1ccc(OC(C)C)cc1 (stereo not given)	10%&2%	u	-6%&11%	-4%&-5%	12	-4%[0.397 µM]	1%	-10%&24%	10&0
COC(=O)c1sc(S(=O)(=O)N2CCCCC2C(=O)O)c(C(=O)OC)c1C (stereo not given)	-9%	1%	-2%	0%	-13	-15%	-3%	i	-1

Assay outcomes (PubChem)

Some of the compounds tested; count on the stated rates, not on these rows.
